Myeloid diff MLP – induction of myeloid progenitor differentiation, primary screen, cell-based, flow cytometry, MLPCN library. ER-HoxA9 myeloid progenitors, lysozyme-GFP differentiation. calls only at 10 µM. actives 1% (n = 360,000). AID 624256, 2012;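 active = normalized GFP-positive differentiation at or above the plate's own cutoff, the solvent-only control mean plus 3 SD; inconclusive = no clear call, values can overlap the other calls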;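 note: cells exposed to compound for four days before flow analysis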
Myeloid diff MLP GFP+ MAC1+ % – also measured in Myeloid diff MLP; calls as there; GFP+ MAC1+ double positive, %; measured here: differentiation confirmed by MAC1 staining
* = called active by the depositor; i = inactive; ? = inconclusive; nt = no result given; + = active, no number. These rows are one share of the data; rates above refer to the full screens.

SMILES	Myeloid diff MLP	Myeloid diff MLP GFP+ MAC1+ %
O=C(CCN1CCC2CCC(C2)C1)c1ccc(F)cc1 (configuration not stated)	i	1.1
COC(=O)c1cccc(NC(=O)CCN2C(=O)C3CC=CCC3C2=O)c1 (configuration not stated)	i	1.1
Cc1ccc(C(=O)Nc2ccccc2N2CCOCC2)cc1S(=O)(=O)N1CCOCC1	i	0.9
Cc1ccc(CNC(=O)CSc2nc(=O)n3cccc(C)c3n2)cc1	i	0.2
CCCC(=O)NC(c1cccc([N+](=O)[O-])c1)c1ccc2cccnc2c1O (configuration not stated)	?	nt
CCN(C(=O)COC(=O)C12CC3CC(CC(NC(C)=O)(C3)C1)C2)C1CCCCC1	i	1.5
COc1ccc(Cl)cc1NC(=O)CN(C)C(=O)c1cc(-c2cccs2)nn1-c1ccccc1	i	0.5
COCCNC(=O)CSc1nc(N)c(NC(=O)c2ccco2)c(=O)[nH]1	i	1.5
O=C(Cc1cccc(NC(=O)C2CCCN(C(=O)C3CCCCC3)C2)c1)Nc1ccc(C(=O)N2CCOCC2)cc1 (configuration not stated)	i	0.5
Cc1cc(Br)cn2c(Cc3cccc(Cl)c3)c(-c3ccco3)nc12	i	0.7
NS(=O)(=O)c1cccc(NC(=O)CSc2n[nH]c(-c3cccs3)n2)c1	i	0.3
c1cc(N2CCOCC2)ccc1-c1ccc2nncn2c1	i	0.8

The list continues.
SMILES	Myeloid diff MLP	Myeloid diff MLP GFP+ MAC1+ %
CCCc1ccc(C(O)c2ncc(-c3cccc(OC)c3)[nH]2)cc1 (configuration not stated)	i	1.0
OC(c1ccc(F)c(F)c1)c1nc(-c2ccc3ccccc3c2)cs1 (configuration not stated)	i	1.3
O=C(OCc1cc(Cl)cc2c1OCOC2)c1cccnc1Cl	i	0.2
O=C(Cc1ccccc1)NCc1nc2ccccc2[nH]1	i	6.9
Fc1ccc2cc(-c3cccnc3)ncc2c1	i	1.3
CCOC(=O)[C@]12CCCC=C1N(Cc1ccco1)C(=O)[C@H](CC(=O)NCCc1ccccc1OC)C2	i	1.1
CCN1C[C@@H]2[C@@H]3C(=O)N(Cc4ccccc4)C(=O)[C@@H]3[C@](C)(C1=O)N2C(=O)c1ccccc1	i	1.6
COc1cccc(-c2cnc(C(O)c3ccc(C)cc3C)[nH]2)c1 (configuration not stated)	i	0.6
CC(=O)c1ccc(N(CC(=O)Nc2cc(C)on2)S(=O)(=O)c2ccc(C)cc2)cc1	i	0.9
CC1(C(=O)NS(=O)(=O)Cc2ccccc2)CCN1C(=O)Cc1ccccc1 (configuration not stated)	i	0.8
CC[C@@H]1C(c2ccc(F)cc2)=NN(c2ccc(Br)cc2)[C@H]1C(=O)N1CCOC1=O	i	1.3
CC[C@]12C(=O)N(C)C[C@H]([C@@H]3C(=O)N(C)C(=O)[C@@H]31)N2C(=O)c1ccc(C)cc1	i	1.7

Filtered by structure, the entries above with a thiophene ring, fused or not
SMILES	Myeloid diff MLP	Myeloid diff MLP GFP+ MAC1+ %
COc1ccc(Cl)cc1NC(=O)CN(C)C(=O)c1cc(-c2cccs2)nn1-c1ccccc1	i	0.5
NS(=O)(=O)c1cccc(NC(=O)CSc2n[nH]c(-c3cccs3)n2)c1	i	0.3

(list continues)
SMILES	Myeloid diff MLP	Myeloid diff MLP GFP+ MAC1+ %
CC1CC(C)CN(C(=O)COC(=O)c2c[nH]c3ccccc23)C1 (configuration not stated)	i	0.3
CCCCNC(=O)C[C@@H]1C[C@@]2(C(=O)OCC)CCC=C2N(Cc2ccccc2)C1=O	i	0.8
CC(=O)Nc1ccc(CN(C)c2c(C)nc3ccc(C(=O)NCCCN4CCCC4=O)cn23)cc1	i	1.0
C[C@H]1CN(S(=O)(=O)c2ccc3c(c2)OCCO3)CCN1S(=O)(=O)c1c(F)cccc1F	i	0.9
COc1cc2c(cc1OC)CN(C(=O)CSc1ccc(F)cc1)CC2	i	0.2
CN(CC(=O)Nc1ccccc1C(F)(F)F)C(=O)c1cc2c(s1)CCCCC2	i	1.3
COc1ccc(NC(=O)CN(C)C(=O)c2csc3c2CCCC3)cc1	i	0.4
CC1CCc2c(sc3ncnc(SCC(=O)N(C)C4CCS(=O)(=O)C4)c23)C1 (configuration not stated)	i	0.9
O=C(NCCN1CCCCC1)c1cccc2c1C(=O)c1ccc(N3CCCC3)cc1S2(=O)=O	+	0.9*
CCCCCCCCC#Cc1nc(C)ccc1OC	i	0.3
CCOc1ccc(NC(=O)COc2ccc(C(=O)NCc3cccc(OC)c3)cc2OC)cc1	i	0.9
CCN1C[C@@H]2[C@@H]3C(=O)N(C)C(=O)[C@@H]3[C@](C)(C1=O)N2C(=O)c1ccc(C(F)(F)F)cc1	i	1.0

The results go on.
SMILES	Myeloid diff MLP	Myeloid diff MLP GFP+ MAC1+ %
CC(=O)Nc1sc(C)c(C)c1C(=O)OCC(=O)N(C)c1c(N)n(Cc2ccccc2)c(=O)[nH]c1=O	i	1.1
Cc1ccc(-c2cc(C(=O)N3CCN(c4ccc(O)cc4)CC3)c3ccccc3n2)cc1	i	0.6
COc1cc(/C=C2/OC(=O)c3cc([N+](=O)[O-])ccc32)cc(OC)c1OC	i	0.9
CCNC(=O)c1ccc(=O)n(Cc2ccc(Cl)cc2Cl)c1	i	0.3
COc1ccc(CC(=O)Nc2cccc(Cl)c2C)cc1S(=O)(=O)N1CCOCC1	i	1.1
CC(C)CSc1nc(N)nc2c1ncn2C1OC(CO)C(O)C1O (configuration not stated)	i	1.8
NC(=O)c1cccc(-c2coc3c(C(=O)NCCc4ccccc4)cccc23)c1	i	0.1
Cc1ccc(NC(=O)CCc2ccc(S(=O)(=O)N3CCOCC3)cc2)c(Cl)c1	i	0.4
CC(C)(C)n1nnnc1C(c1cc2ccccc2o1)N1CCN(C(=O)OCc2ccccc2)CC1 (configuration not stated)	i	1.3
Cc1ccc(S(=O)(=O)NN=CC=CC=NNS(=O)(=O)c2ccc(C)cc2)cc1	i	0.9
O=C1c2cccc3c2N(CCC3)C(=O)C1(F)c1ccccc1 (configuration not stated)	i	0.5
CCCCNC(=O)C(CC)(ONc1ccccc1C(F)(F)F)c1ccccc1 (configuration not stated)	i	1.8

More compounds
SMILES	Myeloid diff MLP	Myeloid diff MLP GFP+ MAC1+ %
CN(CC(=O)Nc1ccccc1Br)C(=O)Cn1[nH]c(=O)c2ccccc2c1=O	i	0.7
Cc1ccc(C)c(NC(=O)C(OC(=O)c2ccc(CO)cc2)c2ccccc2)c1 (configuration not stated)	i	0.3
C[C@H]1CN([C@@H](C)CO)C(=O)c2cc(Br)cnc2O[C@H]1CN(C)C(=O)c1ccccn1	i	1.6
CN(C(=O)CSc1ncnc2sc3c(c12)CCC3)C1CCS(=O)(=O)C1 (configuration not stated)	i	0.8
COc1ccc(NC(C)=O)cc1NC(=O)C1CCCN1C(=O)c1cccs1 (configuration not stated)	i	0.2
C(COC1CC2CC1C1C2CC2OC21)OC1CC2CC1C1C2CC2OC21 (configuration not stated)	i	1.9
Cc1cc(C(=O)Nc2cccc3c2O[C@@H](CN(C)S(=O)(=O)c2ccccc2)[C@H](C)CN([C@@H](C)CO)C3=O)n(C)n1	i	1.5
CCN(C(=O)COC(=O)c1ccccc1O)c1cccc2ccccc12	+	0.7*
CN(c1ccccc1)c1ccc(/C=C(/CCC(=O)O)c2nc3ccccc3s2)cc1[N+](=O)[O-]	i	0.9
CC1CCN(c2ccc3c(c2)S(=O)(=O)c2ccccc2C3=O)CC1	i	1.6
COC(=O)[C@]1(C)N[C@H](CN(C)C(=O)c2ccc(C)cc2)[C@@H]2C(=O)N(C)C(=O)[C@@H]21	i	1.1
CCCCOCCCNC(=O)C[C@@H]1C[C@@]2(C(=O)OCC)CCC=C2N(Cc2ccccc2)C1=O	i	0.8

The list continues.
SMILES	Myeloid diff MLP	Myeloid diff MLP GFP+ MAC1+ %
CCc1nc2ccc(C(=O)NCc3ccc(OC)cc3)cn2c1N(C)C(=O)Cc1ccccc1	i	1.3
COc1ccc(Nc2cc(C)nc(N3CCN(C(=O)c4ccc5c(c4)OCO5)CC3)n2)cc1	i	0.3
O=C(COc1ccc(F)cc1)Nc1nc(-c2ccccn2)cs1	i	0.5
Cc1cc(C)cc(C(O)c2ncc(-c3ccc4ccccc4c3)[nH]2)c1 (configuration not stated)	i	0.2
CCCCN(C(=O)C1CC(=O)N(CCc2ccc(OC)c(OC)c2)C1)c1c(N)n(CC(C)C)c(=O)[nH]c1=O (configuration not stated)	i	1.2
CC[C@@]1(C(=O)OC)N[C@H](CN(C)C(=O)Nc2ccc(OC)cc2)[C@@H]2C(=O)N(C)C(=O)[C@@H]21	i	1.1
CN(CC(=O)Nc1ccc(Cl)c(C(F)(F)F)c1)C(=O)CCC(=O)c1ccccc1	i	1.0
CC12CCC(=O)N1C(C(=O)NNC(=O)c1ccccc1F)CS2 (configuration not stated)	i	1.2
CN(C)C(CNC(=O)c1ccc(OCc2cn3ccccc3n2)cc1)c1ccco1 (configuration not stated)	i	1.1
OCCNc1nc(Nc2ccccc2C(F)(F)F)nc(N2CCCC2)n1	i	2.1
Cc1ccc(C(=O)N2CCC2(C)C(=O)NC(C)C)cc1 (configuration not stated)	i	1.2
CCCCC(=O)N(C)c1c(CC)nc2c(OCCOC)cccn12	i	1.2

Next records follow.
SMILES	Myeloid diff MLP	Myeloid diff MLP GFP+ MAC1+ %
Cn1c(=O)c2[nH]c(-c3ccc(S(=O)(=O)O)cc3)nc2n(C)c1=O	i	1.3
O=C(CCN1C(=O)NC2(CCCC2)C1=O)Nc1cccc(S(=O)(=O)N2CCOCC2)c1	i	0.8
CC(C)(O)/C=C/C[C@](C)(O)C1CC[C@]2(C)C1[C@H](O[C@H]1O[C@@H](CO)[C@H](O)[C@@H](O)[C@@H]1O)CC1[C@@]3(C)CC[C@H](O)C(C)(C)C3[C@@H](O)C[C@]12C (some centres not stated)	i	1.4
O=C(CCc1ccccc1)Nc1ccc(S(=O)(=O)NC2=NCCCCC2)cc1	i	0.4
Cc1c(C(=O)NCc2ccc(C(F)(F)F)cc2)sc(=O)n1Cc1cccc(F)c1	i	2.1
COc1cccc(C(CNc2ccc(S(=O)(=O)N3CCN(C)CC3)cc2[N+](=O)[O-])N(C)C)c1 (configuration not stated)	i	1.0
CCC1C(=O)C[C@H]2CCN3C(=O)CCCC1C23 (some centres not stated)	i	1.7
CCC(C)[C@@H](CN)NCC1(c2ccccc2)CC1 (some centres not stated)	i	2.5
COc1ccc(-c2coc3c(C(=O)NCc4cccc(Cl)c4)cccc23)c(C)c1	i	0.9
O=C(NOCc1ccccc1)c1ccccc1	i	1.5
CC(=O)Nc1ccc(NC(=O)c2ccc3sc([C@H]4C[C@H](O)[C@@H](CO)O4)nc3c2)cc1	i	1.1
CN1CCN(S(=O)(=O)c2cccc(C(=O)Nc3ccccc3N3CCCCC3)c2)CC1	i	2.4

Additional records
SMILES	Myeloid diff MLP	Myeloid diff MLP GFP+ MAC1+ %
COc1ccccc1N(C)S(=O)(=O)c1ccc(C(=O)N(C)Cc2ccc(OC(F)F)cc2)cc1	i	2.5
O=C(C1=C(O)C(=O)N(CCN2CCOCC2)C1c1ccccc1)c1cccs1 (configuration not stated)	i	0.5
O=C(OCCOc1ccccc1)c1cc(S(=O)(=O)N2CCOCC2)ccc1Cl	i	0.4
CCOC(=O)[C@]12CCC=C1N(Cc1ccccc1)C(=O)[C@H](CC(=O)NCCCN1CCCC1=O)C2	i	0.5
Cc1cccc(C(=O)Nc2ccn(C)n2)c1	i	0.7
Cc1ccnc(N=O)c1	i	2.4
C=CCNc1nc(NCc2ccc(NC(C)=O)cc2)c2sc(-c3ccccc3)cc2n1	?	nt
CCCCOCCCNC(=O)C[C@@H]1C[C@@]2(C(=O)OCC)CCC=C2N(Cc2cccc3ccccc23)C1=O	i	0.9
COc1cc2c(cc1OC)CN1CCc3cc(OC)c(OC)cc3C1C2 (configuration not stated)	i	1.1
O=C1OC(c2ccc(F)cc2)CC1CN1CCOCC1 (configuration not stated)	?	nt
COc1ccc(C2=Nn3c(nnc3-c3ccccc3OC)SC2)cc1OC1CCCC1	?	nt
O=C(CSCc1ccc(F)cc1)Nc1ccc(N2CCOCC2)cc1N1CCOCC1	i	0.6

(cont.)
SMILES	Myeloid diff MLP	Myeloid diff MLP GFP+ MAC1+ %
CCN(CC)CCCNc1nc2ccccc2c2[nH]c3ccc(OC)cc3c12	?	nt
Cc1cccc(NC(=O)COC(=O)CCc2c[nH]c3ccccc23)c1	i	0.1
CCOC(=O)[C@]12CCC=C1N(CCC1=CCCCC1)C(=O)[C@H](CC(=O)N1CCCC1)C2	i	0.3
C[C@H](CO)N1C[C@H](C)[C@@H](CN(C)S(=O)(=O)c2ccc(F)cc2)Oc2c(NC(=O)CCC(F)(F)F)cccc2C1=O	i	0.6
CC[C@]1(C(=O)OC)[C@H]2C(=O)N(C)C(=O)[C@H]2[C@H]2CN(C)C(=NCc3ccccc3)N21	i	0.7
N#Cc1cccc(C=C(C(=O)c2ccccc2)c2ccccc2)c1	i	0.8

A run of entries from further up:
SMILES	Myeloid diff MLP	Myeloid diff MLP GFP+ MAC1+ %
COc1ccc(C2=Nn3c(nnc3-c3ccccc3OC)SC2)cc1OC1CCCC1	?	nt
O=C(CSCc1ccc(F)cc1)Nc1ccc(N2CCOCC2)cc1N1CCOCC1	i	0.6
CCN(CC)CCCNc1nc2ccccc2c2[nH]c3ccc(OC)cc3c12	?	nt
Cc1cccc(NC(=O)COC(=O)CCc2c[nH]c3ccccc23)c1	i	0.1
CCOC(=O)[C@]12CCC=C1N(CCC1=CCCCC1)C(=O)[C@H](CC(=O)N1CCCC1)C2	i	0.3
